Compound activity as filed in PubChem BioAssay.
MrgX1 ag – human MrgX1 receptor agonism, primary screen | Q96LB2 | MrgX1-HEK293 cells, Fluo-4 calcium fluorescence, agonist mode; hits give high values | B-score at 10 µM | actives 0.44% (n = 310,000) | AID 588627;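 active = calcium response B-score plate-corrected fluorescence ratio at least 3 library SD, with starting fluorescence B-score inside 5 SD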
Target sequence (Q96LB2 whole entry, looked up): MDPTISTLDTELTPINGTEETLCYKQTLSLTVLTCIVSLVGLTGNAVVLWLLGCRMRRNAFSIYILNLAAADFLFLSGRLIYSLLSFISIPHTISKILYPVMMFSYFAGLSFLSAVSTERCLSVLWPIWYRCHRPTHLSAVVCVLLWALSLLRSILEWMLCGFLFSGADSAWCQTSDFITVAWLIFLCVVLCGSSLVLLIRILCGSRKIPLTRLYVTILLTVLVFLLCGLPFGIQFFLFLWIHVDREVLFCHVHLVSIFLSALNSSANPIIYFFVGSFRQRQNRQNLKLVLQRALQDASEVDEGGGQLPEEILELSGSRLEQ
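System – MrgX1-expressing HEK293 cells · Incubation – cells plated overnight, dye loaded 0.5 h 37 °C, 0.5 h room temperature · Technique – kinetic Fluo-4 NW fluorescence of intracellular calcium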
RGS4 pot – potentiators or activators of RGS4; B-score at 10 µM; HEK293 M3R/inducible RGS4, carbachol calcium flux Fluo4; hits give low values; actives 0.92% (n = 310,000);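 active = B-score of the integrated calcium signal more than 4 SD below the library mean, with starting fluorescence not abnormally high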;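 note: negative B-score means reduced calcium response which marks RGS4 activation or potentiation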
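Test system: HEK293 cells with stable M3R and inducible RGS4; also added: carbachol at ECmax as muscarinic agonist stimulus; schedule: dye loading 30 min 37 °C, buffer rest 30 min RT; technique: kinetic calcium fluorescence imaging with Fluo4-AM dye, 2 µM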
hERG rescue – hERG (human) protection from proarrhythmic block. Q12809. CHO-hERG, FluxOR thallium flux, dofetilide IC70 present. activation (rescue from dofetilide block), less the hit threshold, % at 10 µM. actives 0.51% (n = 310,000);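 active = activation above the mean of controls blocked by dofetilide plus 5 SD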;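 note: thallium influx through hERG after potassium depolarization seen as dye fluorescence rise; in these data hits start at about 4.7%; inactives centre near -7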
KCNQ1 act – potentiators or activators of human KCNQ1 potassium channel | P51787 | CHO-K1 KCNQ1, thallium flux FluxOR fluorescence; hits give high values | B-score at 10 µM | actives 0.35% (n = 310,000) | AID 2648;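 active = fluorescence ratio B-score, a plate-corrected score, at least three library SD, with initial intensity B-score within 5 SD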
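Assay system: CHO-K1 cells stably expressing KCNQ1; Medium: assay buffer with matched DMSO; Also added: K+/Tl+ depolarizing stimulus; Dosing: single dose; Timing: dye 90 min, compound 20 min, room temperature; Measured by: kinetic FluxOR thallium fluorescence, 10-s 1-Hz baseline, 110-s post-stimulus read; Read-out: peak-minus-minimum fluorescence over initial fluorescence, negative-control normalized, B-scored.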
MrgX1 PAM – human MrgX1 positive allosteric modulation, primary screen; MrgX1-HEK293, Fluo-4 calcium flux, FDSS; hits give high values; B-score at 10 µM; actives 0.63% (n = 310,000); AID 588675;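 active = plate-corrected calcium response at least 3 library SD above typical, normal starting fluorescence, not activating the receptor alone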;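 note: compound read alongside a low EC10 to EC30 dose of BAM8-22 agonist; peak minus trough fluorescence over baseline measured at the second addition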
KCNK3 inh – human KCNK3 channel inhibition, primary screen. O14649. CHO-KCNK3 thallium flux, FluxOR fluorescence; hits give low values. B-score at 10 µM. actives 0.84% (n = 340,000);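 active = B-score under library mean minus 4 SD, starting fluorescence ratio at most library mean plus 5 SD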;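 note: more negative B-score means stronger inhibition of thallium flux through KCNK3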
ANO1 block – blocks the mouse calcium-activated chloride channel TMEM16A; Q8BHY3; HEK293 TMEM16A/YFP iodide influx fluorescence, ionomycin; normalized B-score (activity score, 25-100; higher = stronger inhibition) at 10 µM; actives 1.2% (n = 310,000); AID 588511;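 active = ratio plate-corrected score three or more library SD toward inhibition, starting fluorescence score within five deviations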;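 note: score derived from kinetic fluorescence span divided by baseline fluorescence per well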
RGS4 inh – inhibitors of human RGS4. P49798. HEK293 M3R/RGS4 inducible, Fluo-4 calcium flux; hits give high values; triggered by carbachol at its EC20. B-score at 10 µM. actives 0.45% (n = 310,000). AID 463165;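 active = B-score, a plate-corrected calcium signal, over three deviations above library mean, with baseline fluorescence within five deviations of library mean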;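 note: RGS4 expression induced by doxycycline in cells with stable M3 receptor; B-score is computed from the integrated fluorescence ratio over baseline after carbachol; higher B-score means a larger calcium signal and so more RGS4 inhibition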
Target sequence (P49798 whole entry, looked up): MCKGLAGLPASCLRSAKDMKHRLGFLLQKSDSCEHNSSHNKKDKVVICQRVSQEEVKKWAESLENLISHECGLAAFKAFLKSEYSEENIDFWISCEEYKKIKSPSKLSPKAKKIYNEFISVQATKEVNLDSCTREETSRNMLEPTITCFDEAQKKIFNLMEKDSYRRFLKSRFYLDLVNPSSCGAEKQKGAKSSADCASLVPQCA
KCNQ1 inh – inhibitors of human KCNQ1 potassium channel | P51787 | CHO-K1 KCNQ1, FluxOR thallium flux fluorescence; hits give high values | B-score at 10 µM | actives 1.3% (n = 310,000);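 active = compounds whose thallium flux B-score, printed positive for inhibition, exceeds three library SD while starting fluorescence stays within three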;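 note: channel opened by potassium depolarization with thallium stimulus after 20 min compound exposure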
KCNK9 block – human KCNK9 channel inhibition; Q9NPC2; HEK293 KCNK9, FluxOR thallium flux fluorescence; hits give low values; B-score at 10 µM; actives 1.2% (n = 310,000); AID 488922;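 active = ratio B-score over 3 SD below the library mean, with starting fluorescence within 5 SD of its mean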;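 note: negative B-score means less thallium flux so channel inhibition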
Target sequence (Q9NPC2 whole entry, looked up): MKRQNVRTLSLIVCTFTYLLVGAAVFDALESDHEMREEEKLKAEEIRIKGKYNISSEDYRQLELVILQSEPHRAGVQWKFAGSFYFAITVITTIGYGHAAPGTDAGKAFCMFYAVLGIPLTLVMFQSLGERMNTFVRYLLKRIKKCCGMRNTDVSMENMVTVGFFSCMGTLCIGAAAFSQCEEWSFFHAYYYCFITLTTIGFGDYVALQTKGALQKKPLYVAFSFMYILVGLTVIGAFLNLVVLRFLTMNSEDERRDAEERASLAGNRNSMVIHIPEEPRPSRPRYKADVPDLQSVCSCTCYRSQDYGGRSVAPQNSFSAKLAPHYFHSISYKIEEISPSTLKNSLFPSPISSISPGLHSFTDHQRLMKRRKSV
ANO1 activ – activators or potentiators of mouse TMEM16A chloride channel | HEK293 TMEM16A/YFP-H148Q/I152L, iodide quench fluorescence; hits give low values | Q8BHY3 | AID 623877 | actives 0.3% (n = 340,000) | B-score at 10 µM;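 active = fluorescence-ratio B-score plate-corrected deviation score at least 3 library SD below zero, with starting fluorescence score within 5 deviations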;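 note: channel opened by trigger with iodide after compound preincubation; score built on the fluorescence ratio of max minus min over baseline; more negative score means more quench and so TMEM16A activation or potentiation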
The depositor's hits bear a star; i = inactive; . = not tested or not shown. The order is random, and some 6.3% of all compounds hit somewhere here.

SMILES	MrgX1 ag	RGS4 pot	hERG rescue	KCNQ1 act	MrgX1 PAM	KCNK3 inh	ANO1 block	RGS4 inh	KCNQ1 inh	KCNK9 block	ANO1 activ
COc1ccc(NC(=O)CSc2nnc(Cc3ccccc3)c(=O)n2N)cc1OC	i	i	-7	i	i	i	i	i	i	i	i
Cc1ccc2nc3c(c(N)c2c1)CCN3C	i	i	-4	i	i	i	i	i	i	i	i
CNC(=O)N(C1=NCCCCC1)c1ccc(Br)cc1	i	i	-6	i	i	i	i	i	i	i	i
O=C(Nc1ccccc1[N+](=O)[O-])c1cc(S(=O)(=O)Nc2ccccn2)ccc1Cl	i	i	-9	i	i	i	i	i	i	i	i
O=C(NC1CCCC1)C(c1ccccc1F)N(C(=O)c1ccco1)C1CCCC1 (centres undefined)	i	-7.1*	-5	i	i	i	i	i	i	i	i
COC(=O)c1ccc(NC(=O)CSc2nnc(C(C)NC(=O)c3ccccc3Cl)n2C)cc1 (centres undefined)	i	i	-8	i	i	i	i	i	i	i	i
C=CCn1c(NC)cc(=O)n(C)c1=O	i	i	-9	i	i	i	i	i	i	i	i
Cn1ncc(C(=O)Nc2ccc(OC(F)(F)F)cc2)c1-n1cccc1	i	i	-5	i	i	i	i	i	i	i	i
Cc1cc(C(F)(F)F)c(C#N)c(SCC(=O)NC(C)(C)C)n1	i	i	-6	i	i	i	i	i	i	i	i
NC(=O)c1ccsc1NC(=O)CSc1nc2ccccc2c(=O)n1CCCO	i	i	-11	i	i	i	i	i	i	i	i
O=S(=O)(c1ccc(Oc2ccc(S(=O)(=O)N3CCOCC3)cc2)cc1)N1CCOCC1	i	i	-8	i	i	i	i	i	i	i	i
CC(=O)Nc1ccc(CN2CCCCCCC2)cc1	i	i	-19	i	i	i	i	i	i	i	i
COc1cccc(CN2CCNC(=O)C2CC(=O)N2CCCCO2)c1OC (centres undefined)	i	i	0	i	i	i	i	i	i	i	i
COc1cccc(/C=N/NC(=O)C(=O)N2CCCCCC2)c1O	i	i	-10	i	i	i	i	i	i	i	i
Nc1nc2ncc(-c3ccsc3)c(N)n2n1	i	i	-7	i	i	i	i	i	i	i	i
O=C(CCN1C(=O)C2C3CCC(C3)C2C1=O)Nc1ccccc1C(F)(F)F (centres undefined)	i	i	-14	i	i	i	i	i	i	i	i
CCOC(=O)C1=C(C)NC(C)=C(C(=O)OCC)C1C(=O)OCC(=O)N(CC)C1CCS(=O)(=O)C1 (centres undefined)	i	i	-12	i	i	i	i	i	i	i	i
Clc1ccc(SCc2cc(Cl)nc(-c3ccccc3)n2)cc1	i	-7*	-7	i	i	i	i	i	i	-6.7*	i
CCCNC(=O)NNC(=O)c1ccc(F)cc1	i	i	-10	i	i	i	i	i	i	i	i
O=C(CSc1nc2[nH]ncc2c(=O)[nH]1)N1CCCC1	i	i	-7	i	i	i	i	i	i	i	i
COC(=O)c1c2c(nc3ccccc13)CCC2	i	i	-11	i	i	i	i	i	i	i	i
O=C(c1ccc(Cl)c(S(=O)(=O)N2CCCC2)c1)N1CCN(c2ccc(F)cc2)CC1	i	i	-5	i	i	i	i	i	i	i	i
NC(=O)c1ccc(NC(=O)COC(=O)c2cc(S(=O)(=O)N3CCOCC3)ccc2N2CCCCC2)cc1	i	i	-12	i	i	i	i	i	i	i	i
O=C(c1ccccc1Cl)N1N=C(c2ccc(Br)cc2)CC1c1nc2ccccc2[nH]1 (centres undefined)	i	i	-7	i	i	i	i	i	i	-8.9*	i
COC(=O)c1sc(-c2ccc(Cl)cc2)cc1NC(=O)CSCC(=O)O	i	i	-13	i	i	i	i	i	i	i	i
COc1cc(O)c(C(CCN2CCCC2)c2ccc(N(C)C)cc2)c(OC)c1 (centres undefined)	i	i	-12	i	i	i	i	i	i	i	i
CC(CN1CCC(O)CC1)c1ccccc1 (centres undefined)	i	i	-5	i	i	i	i	i	i	i	i
CCCCCOC(=O)Cn1c(N2CCOCC2)nc2c1c(=O)[nH]c(=O)n2C	i	i	-5	i	i	i	i	i	i	i	i
COc1cc(/C=N/N(CCO)C2=NS(=O)(=O)c3ccccc32)cc(OC)c1OC	i	i	-7	i	i	i	i	i	i	i	i
O=C(c1cccs1)n1nc(-c2ccco2)nc1SCc1ccccc1	i	i	-8	i	i	.	i	i	i	i	.
C=CCn1c(SCC(=O)NNC(=O)Nc2cccc(Cl)c2)nnc1-c1ccccc1	i	i	-10	i	i	i	i	i	i	i	i
CCOC(=O)c1sc(=NC(=O)c2cc(OC)c(OC)c(OC)c2)n(C)c1C	i	i	-4	i	i	i	i	i	i	i	i
C/C(=N\NC(=O)c1nn(C)cc1Cl)c1ccncc1	i	i	-5	i	i	i	i	i	i	i	i
CCOC(=O)C1CCCN(S(=O)(=O)c2ccc3c(c2)N(C(C)=O)CCO3)C1 (centres undefined)	i	i	-8	i	i	i	i	i	i	i	i
COc1cccc(NC(=O)NC2CCCc3ccccc32)c1 (centres undefined)	i	i	-10	i	i	i	i	i	i	i	i
O=C(NC1CC1)c1cccc(S(=O)(=O)Nc2ccccc2F)c1	i	i	-13	i	i	i	i	i	i	i	-4.9*
CCn1c(CSc2nnc(-c3ccoc3C)n2C)nc2cc(S(=O)(=O)N(C)C)ccc21	i	i	32*	i	i	i	i	i	i	i	i
COCC(=O)Nc1nc(-c2ccccc2)ns1	i	i	-12	i	i	i	i	i	i	i	i
COc1cc(CC(=O)OCC(=O)Nc2ccc(N3CCOCC3)cc2)cc(OC)c1OC	i	i	-11	i	i	i	i	i	i	i	i
C=CCNc1nc(-c2ccccn2)nnc1-c1ccccc1	i	i	1	i	i	i	i	i	i	i	i
O=C(NCc1cccs1)C1CCCN(c2nc3ccccc3o2)C1 (centres undefined)	i	i	-12	i	i	i	i	i	i	i	i
CCC1Oc2ccc(C)cc2N(CC(=O)NCCC2=CCCCC2)C1=O (centres undefined)	i	i	-6	i	i	i	i	i	i	i	i
CC(=O)N1CCN(CC(=O)Nc2ccccc2Sc2ccc(Cl)cc2)CC1	i	i	-4	i	i	i	i	i	i	i	i
Cc1ccc(NC(=O)c2ccc(F)cc2)cc1S(=O)(=O)N1CCCCCC1	i	i	-12	i	i	-11*	i	i	i	i	i
Fc1ccc2[nH]c3c(N4CCN(c5ccccc5)CC4)ncnc3c2c1	i	i	-6	i	i	i	i	i	i	i	i
O=C(NNc1ccc(-c2csnn2)cc1)c1ccccc1C(F)(F)F	i	i	-15	i	i	i	i	i	i	i	i
CC1(C)CC(=O)C=C(Nc2ccccc2O)C1	i	i	-6	i	i	i	i	i	i	i	i
O=[N+]([O-])c1ccc(S(=O)(=O)N2CCN(Cc3c[nH]c4ccccc34)CC2)cc1	i	i	-7	i	i	i	i	i	i	i	i
Cc1nc(S(=O)(=O)N2CCOCC2)c(C#N)c(C)c1Cl	i	i	-3	i	i	i	i	i	i	i	i
Cc1nc(NC(=O)COC(=O)CCc2nc3ccccc3s2)c(Cl)cc1Cl	i	i	-3	i	i	i	i	i	i	i	i
O=C(Nc1ccc(N2CCN(C(=O)c3ccc(Cl)cc3)CC2)cc1)c1cccs1	i	i	-3	i	i	i	i	i	i	i	i
COC(=O)C1=C(C)NC(=O)NC1c1cn(-c2ccccc2)nc1-c1cccs1 (centres undefined)	i	i	-13	i	i	i	i	i	i	i	i
CN1CCN(S(=O)(=O)c2ccc(NC(=O)c3ccc(Br)s3)cc2)CC1	i	i	-14	i	i	i	i	i	i	i	i
C=CCOc1ccc(/C=C(\C#N)C(=O)Nc2ccccn2)cc1OC	i	i	-3	i	i	i	i	i	i	i	i
Cc1ccc2c(c1)NCC(C(=O)NC1CCC(C)CC1)O2 (centres undefined)	i	i	-7	i	i	i	i	i	i	i	i
CCCS(=O)(=O)c1c(S(=O)(=O)CCC)c2cnccn2c1C(=O)c1ccc(OC)cc1	i	i	-5	i	13*	i	i	i	i	i	i
COc1ccc(/C=C/C(=O)Nn2cnnc2)cc1	i	i	-13	i	i	i	i	i	i	i	i
Cc1ccccc1NC(=O)CSc1nnc(C2CC2)n1CC1CCCO1 (centres undefined)	i	i	-4	i	i	i	i	i	i	i	i
Cc1[nH]c2ccccc2c1-c1nc2ccccc2[nH]c1=O	i	i	-2	i	i	i	i	i	i	i	i
O=C(Nc1ccc(N2CCOCC2)nc1)c1ccccc1Cl	i	i	-6	i	i	i	i	i	i	i	i

The list goes on; the last 2 above are carried over.
SMILES	MrgX1 ag	RGS4 pot	hERG rescue	KCNQ1 act	MrgX1 PAM	KCNK3 inh	ANO1 block	RGS4 inh	KCNQ1 inh	KCNK9 block	ANO1 activ
Cc1[nH]c2ccccc2c1-c1nc2ccccc2[nH]c1=O	i	i	-2	i	i	i	i	i	i	i	i
O=C(Nc1ccc(N2CCOCC2)nc1)c1ccccc1Cl	i	i	-6	i	i	i	i	i	i	i	i
CC(C)OCCCNc1ncnc2c1cnn2-c1ccccc1	i	i	-4	i	i	i	i	i	i	i	i
Cc1cccn2c(=O)c(/C=C(\C#N)S(=O)(=O)c3ccccc3)c(Oc3ccc(Cl)cc3)nc12	i	i	-3	i	i	i	i	i	i	i	i
Cc1ccc2c(=O)cc(C(=O)NCCc3ccc(S(N)(=O)=O)cc3)oc2c1	i	i	-4	i	i	i	i	i	i	i	i
C=Cc1ccc2c(c1)N(C)C(=C)S2	i	i	-5	i	i	i	i	i	i	i	i
Cc1ccc(Nc2nc(C(=O)N3CCC(C(=O)N4CCN(C)CC4)CC3)cs2)cc1	i	i	-8	i	i	i	i	i	i	i	i
COc1ccc(C)cc1NC(=O)C(c1ccccc1)N1CCNC(=O)C1 (centres undefined)	i	i	-18	i	i	i	i	i	i	i	i
CCC(C)(C)C1CCC2(CC1)NC(CO)(CO)CO2 (centres undefined)	i	i	-9	i	i	i	i	i	i	i	-4.9*
